IP6K1 inhibitor: IP6K1 kinase inhibition. IP6K1 kinase, ADP-Glo luminescence, 2 h; stronger effect = lower value. activity change, % (series mostly up to about 58 µM). actives 0.81% (n = 140,000). AID 1645851; in the data active = activity change below about -25%
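ADP-Glo luminescence measures ADP made by human IP6K1 during a 2 h RT reaction with ATP/IP6 (mix at 1.3 mM/130 uM); top library doses 57.5 and 19.1 uM final.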
HEK cytotox: HEK 293 cell cytotoxicity; HEK 293 viability, ATP luminescence (CellTiter-Glo), 48-72 h; Potency, µM (series often up to 115 µM), inactives show top-dose activity change, negative = cytotoxicity, hits mostly inhibitors; actives 6.6% (n = 94,000); note: potency is the fitted concentration of half-maximal effect; nearly all actives have a fitted effect of over 60% in size
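CellTiter-Glo luminescence (cellular ATP) was read after 48 or 72 hr of compound exposure at 37 degree Celsius. Cells were HEK 293 plated at 250 cells/well.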
HEK293 viab: reduces viability of HEK-293 SNCA reporter cells; AID 1671193; actives 0.12% (n = 150,000); HEK-293-SNCA-luc viability, GF-AFC fluorescence, 24 h; Potency, µM (series often up to 57.1 µM), for inactives: top-dose activity change, negative = cytotoxicity, hits mostly cytotoxic;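 note: potency is the fitted concentration of half-maximal effect; 0% = DMSO-treated cells and -100% = medium-only wells without cells; nearly all actives have a fitted effect of over 30% in size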
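Cytotoxicity counterscreen: after 24 h compound treatment of genome-edited SNCA-luciferase HEK-293 cells, live-cell protease substrate GF-AFC read by fluorescence after 30 min; activity scaled between DMSO (0%) and medium-only (-100%), curves Hill-fitted.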
NIH3T3 tox: cytotoxic compounds in NIH 3T3 cells; AID 1345082; NIH 3T3 viability, CellTiter-Glo ATP luminescence, 48-72 h; Potency, µM (titrated, usually from 96.7 µM), inactives show at the top dose activity change, negative = cytotoxicity, most hits filed as inhibitors; actives 4.3% (n = 94,000); note: potency is the fitted concentration of half-maximal effect; nearly all actives have a fitted effect of over 55% in size
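Cytotoxicity was measured by CellTiter-Glo ATP luminescence after 48 or 72 h compound exposure at 37 °C. Mouse NIH 3T3 fibroblasts were seeded at 400 cells/well and dosed by 23 nL pin transfer.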
GPT2 inh: inhibitors of human GPT2 alanine aminotransferase; Q8TD30; Recombinant GPT2, coupled pyruvate oxidase/HRP Amplex Red fluorescence; Potency, µM (series often up to 57.7 µM), without a hit: at the top dose activity change, negative = inhibition, hits mostly inhibitors; actives 0.25% (n = 100,000); AID 1671188; note: potency is the fitted concentration of half-maximal effect; nearly all actives have a fitted effect of over 60% in size; many of its hits are not listed in these tables
Target sequence (Q8TD30 whole entry, looked up): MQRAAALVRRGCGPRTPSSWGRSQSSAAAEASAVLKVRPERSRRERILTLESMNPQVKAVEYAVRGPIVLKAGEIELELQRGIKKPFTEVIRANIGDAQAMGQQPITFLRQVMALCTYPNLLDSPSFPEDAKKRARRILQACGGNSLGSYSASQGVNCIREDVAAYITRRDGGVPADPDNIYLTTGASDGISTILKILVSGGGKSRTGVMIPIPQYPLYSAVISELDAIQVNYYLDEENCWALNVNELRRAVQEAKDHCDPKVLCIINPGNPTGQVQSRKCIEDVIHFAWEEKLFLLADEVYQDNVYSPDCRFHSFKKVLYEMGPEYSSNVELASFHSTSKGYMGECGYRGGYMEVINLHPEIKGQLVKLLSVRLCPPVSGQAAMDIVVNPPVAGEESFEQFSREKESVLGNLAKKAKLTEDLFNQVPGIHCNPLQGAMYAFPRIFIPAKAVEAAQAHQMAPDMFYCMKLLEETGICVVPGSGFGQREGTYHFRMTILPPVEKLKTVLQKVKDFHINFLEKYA
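Fluorescence read-out: pyruvate from GPT2 turnover coupled to pyruvate oxidase, HRP and Amplex Red (0.2mM ThPP, 0.2U/mL PO and HRP, 50uM Amplex final). Substrates 250uM a-KG, 2mM L-alanine; enzyme 10ng/uL; 30 min RT.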
SNCA expr inhib: inhibitors of alpha-synuclein (SNCA) gene expression; HEK-293 SNCA-luciferase knock-in, luminescence, 24 h; actives 0.17% (n = 140,000); AID 1671194; Potency, µM (doses to about 57.2 µM), inactives show at the highest dose activity change, negative = inhibition, most hits filed as inhibitors;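 note: potency is the fitted concentration of half-maximal effect; plate controls were DMSO cells for no effect and cell-free wells for full effect; nearly all actives have a fitted effect of over 45% in size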
Luciferase inh: blocks purified firefly luciferase enzyme activity | P08659 | purified P. pyralis luciferase, luminescence, biochemical | Potency, µM (series often up to 115 µM), for inactives: top-dose activity change, negative = inhibition, most hits filed as inhibitors | actives 2.5% (n = 76,000) | AID 1347043; note: potency is the fitted concentration of half-maximal effect; nearly all actives have a fitted effect of over 65% in size
Target sequence (P08659 whole entry, looked up): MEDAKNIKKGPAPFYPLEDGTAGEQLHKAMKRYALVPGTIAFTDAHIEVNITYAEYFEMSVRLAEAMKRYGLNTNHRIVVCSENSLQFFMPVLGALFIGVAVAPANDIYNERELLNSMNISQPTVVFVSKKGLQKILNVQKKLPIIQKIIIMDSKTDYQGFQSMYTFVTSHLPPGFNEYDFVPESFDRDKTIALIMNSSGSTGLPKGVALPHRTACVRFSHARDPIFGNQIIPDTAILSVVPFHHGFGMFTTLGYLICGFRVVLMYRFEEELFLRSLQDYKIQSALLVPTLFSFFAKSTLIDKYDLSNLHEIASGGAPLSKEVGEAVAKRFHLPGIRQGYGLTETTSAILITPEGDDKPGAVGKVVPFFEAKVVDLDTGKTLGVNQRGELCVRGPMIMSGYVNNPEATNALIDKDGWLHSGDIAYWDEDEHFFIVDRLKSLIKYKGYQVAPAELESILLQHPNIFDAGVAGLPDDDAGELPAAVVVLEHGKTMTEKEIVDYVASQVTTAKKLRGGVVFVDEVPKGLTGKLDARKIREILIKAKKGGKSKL
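Purified P. pyralis luciferase (10nM final) in 50mM Tris acetate pH 7.5, 10mM Mg acetate, 0.01% Tween-20, 0.05% BSA with 10uM D-luciferin and 10uM ATP. Compounds titrated qHTS. Luminescence imaged on CCD.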
An asterisk follows results filed as active; i = inactive; ? = inconclusive; · = not tested or not shown; [ ] = dose if it differs, or a comment. Unless noted, calls come from the whole dose curve; as a rule, active = well fitted curve in the direction sought with a large enough effect; inconclusive = small, poorly fitted or top-dose-only effect, or another doubt; inactive = no such curve, though single readings can be large; an effect the other way counts as inactive or inconclusive. Unless noted, % is set by controls: 0 for no effect and ±100 for the full control effect. Compounds were not picked by outcome; about 7.7% have a hit in one of these screens.

SMILES	IP6K1 inhibitor	HEK cytotox	HEK293 viab	NIH3T3 tox	GPT2 inh	SNCA expr inhib	Luciferase inh
COCCNC(=O)c1cc(-c2ccc(F)cc2)nc2c1cnn2C	9	?	-9%[87.6 µM]	?	i	66%[activator][87.6 µM]	·
CCc1nc(C)ccc1OCC(=O)N1CCCn2nc(C(C)O)cc2C1 (configuration not stated)	20	-5%	-11%	i	i	-20%	-4%
CC(C)NC(=O)C1CC(=O)N(c2n[nH]c3cc(Br)ccc23)C1 (configuration not stated)	-3	4%	8%	i	i	4%	5%
O=C(Nc1cccc(C(F)(F)F)c1)c1cc(-c2ccc3c(c2)OCCO3)on1	2	·	5%	·	·	37%[activator]	·
CCOc1ccccc1NC(=O)C(C)N(c1ccccc1)S(C)(=O)=O (configuration not stated)	21	·	-4%	·	·	1%	·
Cc1sc2ncn(CC(=O)Nc3ccc(C(C)C)cc3)c(=O)c2c1S(=O)(=O)N1CCN(c2ncccn2)CC1	-7	·	3%	·	·	4%	·
Cc1cc(C)c(CNC(=O)c2cc(-c3ccc(CN(C)C)cc3)cc3ncn(C)c23)c(=O)[nH]1	21	i	9%	?	1%	-6%	?
CNC(=O)c1cc(C2CC2)nc2c1c(C1CCN(C(=O)NC3CCCC3)C1)nn2C (configuration not stated)	-3	-4%	·	-1%	·	·	·
N#Cc1cccc(NC(=S)N[C@H]2CO[C@H]3[C@@H]2OC[C@@H]3n2cc(-c3ccccn3)nn2)c1	10	?	-9%[87.6 µM]	?	-8%[88.5 µM]	-3%[87.6 µM]	?
COc1ccc(C(=O)NC(C)C(=O)N2CCN(c3ccccn3)CC2)cc1F (configuration not stated)	4	5%	-8%	0%	i	-24%	0%
CC1CCC2C(C)(C)C(O)CCC2(C)C12Cc1c(O)cc3c(c1O2)C(N)=NC3 (configuration not stated)	-7	·	-13%	·	?	·	·
CC1(C)[C@H](Cc2cc(CC3CCCCC3)on2)C[C@@H]1NS(C)(=O)=O	-14	71µM*	-8%[87.6 µM]	?	?	22%[87.6 µM]	-5%[172 µM]
Cc1ccc(NC(=O)Cn2nc(C(=O)Nc3ccc(C)cc3)ccc2=O)cc1	9	·	-3%	·	·	35%[activator]	·
CC(C)CCNC(=O)c1ccc(NC(=O)N2CCCCc3ccccc32)cc1	-11	·	-7%	·	·	-3%	·
Cc1oc(-c2cccc(Cl)c2)nc1CN1CCC(C(=O)NCCCN2CCN(c3ccc(F)cc3)CC2)CC1	4	·	?	·	·	20%	·
Cc1nn(-c2ccccc2[N+](=O)[O-])c(C)c1[C@@H]1C=C[C@@H](NCc2ccco2)C1	-7	89µM*	?	?	-28%[88.5 µM]	-25%[87.6 µM]	-6%[172 µM]
CCCn1cc(CNC(=O)c2cn(CCN)nn2)cn1	7	?	0%	2%	1%	13%	?
COc1cccc(CNC(=O)NCc2noc3ccc(C)cc23)c1	-14	·	11%	·	·	4%	·
COc1ccc(-n2nc(C3CCN(Cc4ccc(OC(F)(F)F)cc4)CC3)[nH]c2=O)cc1	-9	?	-13%	-1%	i	-20%	-4%
Cc1ccc(C2Cn3cnc(C(=O)N4CCC(C(=O)NCc5ccc(F)cc5)CC4)c3CO2)cc1 (configuration not stated)	-11	8%	18%	i	i	125%[activator]	35µM*
O=C(Nc1cccc(F)c1)N1CCC(n2cnnc2C2CC2)C1 (configuration not stated)	-11	0%	1%	-12%	1%	-8%	4%
Cc1noc(C)c1S(=O)(=O)N[C@@H]1C[C@H](Cn2cc(C3CC3)nn2)[C@@H](O)[C@H]1O	-10	-1%[172 µM]	3%[87.6 µM]	2%[174 µM]	1%[88.5 µM]	-18%[87.6 µM]	1%[172 µM]
CC(C)N1C[C@H](O)C[C@H]1c1nnc2n1CCN(C(=O)Cn1c(=O)oc3ccccc31)C2	-8	i	-7%[12.5 µM]	1%	4%	-13%	-5%
COc1ccccc1N1CCN(C(=O)C2N(C(C)C)C(=O)C23CCCC3)CC1 (configuration not stated)	0	?	-2%	-17%	-9%	-19%	4%
C[S+](=O)([O-])c1ccc(-c2cc3c(cn2)CN(Cc2ccccc2)CCN3)cc1	-19	?	-13%[87.6 µM]	?	-4%[88.5 µM]	67%[activator][87.6 µM]	?
The results go on.
SMILES	IP6K1 inhibitor	HEK cytotox	HEK293 viab	NIH3T3 tox	GPT2 inh	SNCA expr inhib	Luciferase inh
CC1=C[C@@H](CN2CCC(CO)CC2)[C@H](C(C)C)C[C@H]1Cc1nnc(-c2cccnc2)o1	-10	?	-6%[87.6 µM]	-30%[174 µM]	i	-3%[87.6 µM]	-3%[172 µM]
CCCSc1ncc(Cl)c(C(=O)Nc2c(C(=O)Nc3ccc(C)cc3)oc3ccccc23)n1	-1	·	-3%	·	·	43%[activator]	·
CCCCn1c(=O)c(C(=O)N2CCN([S+](=O)([O-])c3ccc(C)cc3)CC2)nc2cccnc21	22	?	3%	?	i	-7%	·
Cc1nc2c(c(=O)[nH]1)CCN(CC1(O)CNCCOC1)CC2 (configuration not stated)	8	3%	-5%	i	-15%	-1%	1%
CCOc1ccc(N(C(C)C(=O)NCCSc2ccc(Cl)cc2)S(C)(=O)=O)cc1 (configuration not stated)	-8	·	-5%	·	·	?	·
Cn1c(CN2CCOCC2)nnc1C1CCCN(C(=O)CNC(N)=O)C1 (configuration not stated)	-11	-26%	-9%	2%	3%	?	-6%
COc1ccc(C)cc1C(=O)N1CCc2onc(-c3ccccc3F)c2C1	0	28µM*	-9%	-29%	-2%	-24%	9%
O=C(CC[C@H]1NC(=O)c2ccccc2NC1=O)NCCn1cnc2ccccc21	-3	9%	0%	i	-12%	7%	7%
COCCN1CCCCCC(O)c2cc(C(=O)N(C)CCCc3c(C)nn(C)c3C)ccc21 (configuration not stated)	2	?	-3%	?	i	-11%	-5%
Cc1cc(C(=O)NCc2ccc(F)cc2)c2c(C3CCNC3)noc2n1 (configuration not stated)	14	-4%	11%	-6%	i	5%	·
CC(C)(C)C(=O)NC1CCN(c2nc3ncccc3o2)C1 (configuration not stated)	13	-5%[172 µM]	5%[87.6 µM]	-20%[138 µM]	i	20%[87.6 µM]	·
O=C(C1CC1)N1CCn2c(nn(-c3ccncc3)c2=O)C1	7	-13%[172 µM]	-28%[87.6 µM]	?	i	0%[87.6 µM]	-14%[172 µM]
COc1ccccc1-c1cn2c(n1)CO[C@@H](CNCc1cccnc1)C2	3	?	1%[87.6 µM]	-29%[138 µM]	?	2%[87.6 µM]	14%[172 µM]
O=C1NC2(CCN([S+](=O)([O-])c3cccc(C(F)(F)F)c3)C2)Oc2ccccc21 (configuration not stated)	6	?	-5%	-22%	-12%	8%	9%
Cc1cc(C)c2c(-n3cccc3)c(C(=O)NCc3cccc(F)c3)sc2n1	-2	·	9%	·	·	17%	·
Cc1ccc(-c2noc([C@@H]3Cc4nc[nH]c4CN3Cc3ccc(N(C)C)cc3)n2)cc1	-12	89µM*	-15%[87.6 µM]	100µM*	-6%[88.5 µM]	?	?
COc1ccc(C2Cn3nnc(-c4nc(-c5ccc(F)c(Br)c5)no4)c3CO2)cc1 (configuration not stated)	-14	-17%	-15%	-19%	i	-7%	-7%
CC(=O)N1CCN(C(=O)c2ccc3nnc(Cc4ccc(Cl)cc4)n3c2)CC1	-3	i	-5%	-2%	0%	-3%	·
COCCCNc1nc2c(c(=O)n(Cc3ccccc3)c(=O)n2C)n1C	35	·	12%	·	·	57%[activator]	·
CCC(CC)NC(=O)C1CCc2nc(N3CCN(C(=O)C(C)C)CC3)sc2C1 (configuration not stated)	38	-28%	-3%	-4%	i	1%	-12%
COCCN1CCCCCC(O)c2cc(C(=O)N3CCN(c4ccc(F)cc4)CC3)ccc21 (configuration not stated)	-11	?	-6%	?	i	?	0%
C[C@]1(CO)[C@H]2Cc3sc(NC(=O)c4ccnc(Cl)c4)nc3[C@@H](CC(=O)O)[C@]2(C)CC[C@H]1O	-11	i	2%	i	1%	-14%	-2%
Cc1ccc2nc(/C(C#N)=C/c3ccc(-c4ccc(F)cc4F)o3)[nH]c2c1	1	·	17%	·	·	-5%	·
O=C(CCCc1ccccc1)N1C[C@@H](CO)[C@H](c2ccccn2)C1	3	-8%	1%	-9%	-15%	73%[activator]	-18%
COCCCNC(=O)c1nc2cccnc2n(C2CC2)c1=O	5	0%[172 µM]	2%[87.6 µM]	3%[138 µM]	2%[88.5 µM]	13%[87.6 µM]	·
More compounds:
SMILES	IP6K1 inhibitor	HEK cytotox	HEK293 viab	NIH3T3 tox	GPT2 inh	SNCA expr inhib	Luciferase inh
Cc1ccccc1NC(=O)c1cc2ccccc2o1	6	·	8%	·	·	28%	·
O=C(c1ccc[nH]1)N1CCCC(n2cc(-c3nc(C4CC4)no3)nn2)C1 (configuration not stated)	-4	-18%	-7%	-19%	i	?	15%
CCn1c(C2CCN(C(=O)CCc3ccccc3OC)CC2)nn(C)c1=O	-11	3%	14%	i	i	26%	2%
Cc1ccc(C)c(Nc2nn3c(=O)c4ccc(C(=O)NCCC5=CCCCC5)cc4nc3s2)c1	-8	·	-2%	·	·	-9%	·
Cc1ccccc1C(=O)N1CCN(c2ccnc3ccnn23)CC1	-9	-24%[172 µM]	15%[87.6 µM]	?	-5%[88.5 µM]	-19%[87.6 µM]	·
C=C1C(=O)O[C@H]2C[C@@H](C)[C@@H]3CCC(=O)[C@@]3(C)C[C@H]12	8	·	?	·	i	·	·
COc1ccc(NC(=O)c2cc3c(N4CCSCC4)nc(C)cn3n2)cc1F	13	13%	-8%	i	-2%	12%	2%
c1cncc(-c2ccnc3nc(C4CCC4)nn23)c1	4	1%	-4%	-6%	i	?	-3%
CC(C)CNC(=O)C(NC(=O)c1ccccc1)C1CCN(C(=O)CC(C)C)CC1 (configuration not stated)	-1	?	-3%	-10%	-6%	9%	7%
COc1ccc(-n2c(SCc3ccccc3)nc3c([nH]c4ccccc43)c2=O)cc1	21	·	1%	·	·	32%[activator]	·

Compound profiles, as listed above. Order of values: IP6K1 inhibitor	HEK cytotox	HEK293 viab	NIH3T3 tox	GPT2 inh	SNCA expr inhib	Luciferase inh
c1cncc(-c2ccnc3nc(C4CCC4)nn23)c1 is entered as 4	1%	-4%	-6%	i	?	-3%
COc1ccc(NC(=O)c2cc3c(N4CCSCC4)nc(C)cn3n2)cc1F is entered as 13	13%	-8%	i	-2%	12%	2%
Cc1ccccc1NC(=O)c1cc2ccccc2o1 is entered as 6	·	8%	·	·	28%	·
C=C1C(=O)O[C@H]2C[C@@H](C)[C@@H]3CCC(=O)[C@@]3(C)C[C@H]12 is entered as 8	·	?	·	i	·	·
Cc1ccc(C)c(Nc2nn3c(=O)c4ccc(C(=O)NCCC5=CCCCC5)cc4nc3s2)c1 is entered as -8	·	-2%	·	·	-9%	·

Screening results from PubChem.
